# From PubChem
# S3 lipid droplet: qHTS Assay for Lipid Storage Modulators in Drosophila S3 Cells; Drosophila S3 cells, BODIPY lipid droplet fluorescence, 18-24 h; cells fed with added oleic acid; lipid storage change, negative = inhibition, % at the top dose, mostly 46.1 µM; hits show Potency in µM; 0.64% of 320,000 active; AID 2685; active means well fitted inhibition curve with a large enough effect in the signal ratio, with a control signal flat, not every such curve was filed as active; inconclusive means small, poorly fitted or top-dose-only effect, or effect the other way, or a change in a side signal; the % refers to the signal ratio
#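 Laser-scanning cytometry quantifies lipid droplet accumulation (500–530 nm total intensity; droplet/cell object ratio) in oleic acid-fed (400 uM added) Drosophila S3 cells treated with a concentration series. 20 uM Triacsin C defined 100% inhibition.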
# S3 lipid droplet cell count max: recorded beside S3 lipid droplet, whose call it bears; cell number change, %; measured here: cell count max response;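 cells counted by Cell Tracker Red CMTPX staining in the red channel; peak over a dose series mostly up to 46.1 µM; percent activity relative to internal control wells on each plate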
# * marks the source's active call; other numbers are inactive results; i = inactive; ? = inconclusive; · = not tested or not shown. On the % scale 0 is the no-effect control and ±100 the full control effect; potency means the concentration at half of the fitted maximal effect. Only part of the results is shown; the hit share may differ from the screen's.
SMILES,S3 lipid droplet,S3 lipid droplet cell count max
COC(=O)C1=C(c2ccccc2OCc2ccccc2)C[C@@H]2CC[C@H]1N2C(=O)NCc1ccc(OC)c(OC)c1,?,·
CN(Cc1ccccc1)C(=C(Cl)Cl)/C(=C1/NCCN1Cc1ccc(Cl)nc1)[N+](=O)[O-],?,·
CCNCCNc1ccc([N+](=O)[O-])c2cccnc12,9%,7
CC(=O)N1CN2CN(C1)CN(C(C)=O)C2,?,·
C#C[C@]1(O)CC[C@H]2[C@@H]3CCC4=Cc5nc6nc7ccccc7n6cc5C[C@]4(C)[C@H]3CC[C@@]21C,?,·
CC(=O)c1ccc2c(c1)C1C(Cl)C(Sc3ccccc3[N+](=O)[O-])CC1C(C(=O)O)N2 (configuration not stated),?,·
O=C(Cc1ccc(Cl)c(Cl)c1)NCC1(N2CCOCC2)CCCCC1,?,·
CNC(C(=O)c1ccccc1)C(OC)c1ccccc1 (configuration not stated),?,·
CCCCC(=O)N/N=C/c1c(O)n(CC)c(=S)[nH]c1=O,-21%,·
CN1C(=O)C(=Cc2ccc(N3CCCCCC3)o2)C(=O)N(C)C1=S,?,·
CSc1ccc(C(=O)C2CCCN(CCCn3cccn3)C2)cc1 (configuration not stated),2%,-5
O=c1cccc2n1CC1CC2CN(S(=O)(=O)c2cc(Cl)ccc2Cl)C1 (configuration not stated),?,·
CN(C)CCNC(=O)c1cccn(Cc2cccc(C(F)(F)F)c2)c1=O,2%,7
O=C1c2ccccc2C(=O)N1SC1CCCCC1,?,·
COC(=O)C1=C(c2ccc(-c3ccccc3)c(F)c2)C[C@@H]2CC[C@H]1N2C(=O)N1CCC(O)CC1,?,·
COc1ccc(CC(=O)N(C)C2CCCN(Cc3ccccc3F)C2)cc1OC (configuration not stated),11%,7
CC(C)[C@H]1C(=O)O[C@@H]2CCN3CC=C(COC(=O)[C@](C)(O)[C@]1(C)O)[C@H]23,-4%,13
COC(=O)C1=C(c2ccc(Cl)c(C(F)(F)F)c2)C[C@@H]2CC[C@H]1N2C(=O)NCc1ccc2c(c1)OCO2,?,·
CC(N=Cc1c(O)n(C2CC2)c(=S)[nH]c1=O)c1ccccc1 (configuration not stated),1%,·
Cc1ccccc1NC(=O)c1cc(-c2ccccc2)n(CCCN2CCOCC2)c1C,0%,13
COC(=O)C1=C(c2ccc(OC(F)(F)F)cc2)C[C@@H]2CC[C@H]1N2C(=O)NCc1cc(C)oc1C(F)(F)F,?,·
COc1c(C)cc(C(=O)C2CCCN(Cc3cccc(O)c3)C2)cc1C (configuration not stated),-16%,7
CCC(C)N1C(=O)/C(=C/c2ccc3c(c2)CCN3CCCCl)C(=O)NC1=S (configuration not stated),5%,-3
CCOc1ccc2c(c1)c(C(C)=O)c(C)n2Cc1ccco1,?,·
CCOS(C)(=O)=O,?,·
COC(=O)C1=C(c2cccc(C#N)c2)C[C@@H]2CC[C@H]1N2C(=O)NCc1ccc(F)cc1,?,·
CCN1CCN(C(=O)COc2ccc(S(=O)(=O)N3CCOCC3)cc2Cl)CC1,?,·
O=[N+]([O-])c1ccc(Cl)cc1,?,·
CC1CCN(S(=O)(=O)c2ccc(NN=C(C#N)C#N)cc2)CC1,?,·
O=c1[nH]c(=O)n(-c2ccc(F)cc2)c(O)c1C=Nc1ccccc1N1CCCC1,?,·
COc1ccc(-c2nn(CCC#N)cc2C(=O)Nc2ccc(C(C)=O)cc2)cc1[N+](=O)[O-],?,·
CCc1cc(=O)oc2cc(OCC(=O)N3C[C@H]4C[C@@H](C3)c3cccc(=O)n3C4)ccc12,21%,18
COc1ccc(C2c3c(nc(C)[nH]c3=O)Oc3c2c(=O)oc2ccccc32)cc1 (configuration not stated),?,·
Nc1c2c(nc3sc4c(c13)CCCC4)CCCCC2,-20%,·
COc1cccc(CNC(=O)CCS(=O)(=O)c2ccc3c(c2)oc(=O)n3C)c1,?,·
OC[C@H]1O[C@@H](n2cnc3cc(Cl)c(Cl)cc32)[C@H](O)[C@@H]1O,?,·
CC1(C)CC(=O)C2=C(C1)NC(=O)C21C(C(=O)OC(C)(C)C)=C(N)Oc2ccc(Br)cc21 (configuration not stated),-6%,-13
CC(C)Cc1nnc(NC(=O)CCC(=O)N2CCC3(CC2)OCCO3)s1,2%,6
COC(=O)C(O)(c1ccc(NC(=S)NC(=O)c2ccccc2)cc1)C(F)(F)F (configuration not stated),-19%,2
O=P(NS(=O)(=O)c1ccccc1)(Oc1ccccc1)Oc1ccccc1,?,·
Nc1cc2nc3ccccc3nc2cc1N,4%,1
CC(Oc1ccc(-c2ccccc2)cc1)C(=O)O (configuration not stated),?,·
CSc1ccc(C(=O)C2CCCN(Cc3cnc(SC)nc3)C2)cc1 (configuration not stated),-1%,1
CCn1nc(-c2ccccc2)nc2c(=O)n(C)c(=O)nc1-2,?,·
COc1ccccc1OCCCn1c(=O)oc2ccc(C)cc21,?,·
Cc1ccc(OCC(=O)N2CCN(Cc3cccnc3)CC2)cc1,?,·
C=CCn1c(O)c(C(C)=Nc2ccc(N(C)C)cc2)c(=O)[nH]c1=O,i,-12
NP(=O)(OCCCc1ccccc1)Oc1ccc(Cl)cc1 (configuration not stated),11%,·
Nc1cnn(-c2ccccc2)c(=O)c1Cl,?,·
COc1ccc(OCC(=O)N2CCN(C/C=C/c3ccccc3)CC2)cc1,?,·
COc1ccc(N2C(=O)NC(=O)/C(=C\c3ccccc3[N+](=O)[O-])C2=O)cc1,1%,0
COc1ccc(CC(C)Nc2cccc(F)c2)cc1 (configuration not stated),?,·
O=C1C=C2C=C[C@@H]3CC2(O1)[C@H]1CCCCN31,-23%,·
BrCC(Br)(Br)Br,7%,3
c1ccc(Cn2ccnc2)cc1,?,·
O=S(=O)(c1ccc(F)cc1)N1CN2CCN(C2)C1,-12%,9
COC(=O)C1=C(c2ccc(OC)c(OC)c2)C[C@@H]2CC[C@H]1N2C(=O)NCCOc1ccccc1,?,·
Cc1ccc(S(=O)(=O)N2CC2(C)CCl)cc1 (configuration not stated),-7%,5
CCCN1CCC(NC2CCC(O)CC2)CC1 (configuration not stated),i,14
CN(C)C(=O)Oc1ccc(OC(=O)c2ccccc2)cc1,?,·

# Carrying on:
SMILES,S3 lipid droplet,S3 lipid droplet cell count max
Cc1nc(SCc2c(Cl)cccc2Cl)nc(OC(=O)N(C)C)c1C,13%,1
CCCCn1c(O)c(C(CC)=Nc2cccc(C(=O)O)c2)c(=O)[nH]c1=O,?,·
C=C(C)[C@@H]1C2C(=O)O[C@H]1[C@H]1OC(=O)[C@@]34OC3C[C@]2(O)[C@@]14C (some centres not stated),4%,-1
Cn1c(O)c(/C=C/C=Nc2ccccc2)c(=O)n(C)c1=O,-8%,3
C[C@]12CC[C@H]3[C@@H](CC[C@]4(O)C[C@@H](O)CC[C@]34C=O)[C@@]1(O)CC[C@@H]2C1=CC(=O)OC1,1%,-7
Cc1ccc(-n2nc(C)cc2NC(=O)COc2cc(C)cc3oc(=O)c4c(c23)CCC4)cc1,?,·
O=C(CCN1CCOCC1)Nc1ccc(Br)cc1C(=O)c1ccccc1,-26%,-22
N#CC(C#N)=Cc1ccc(N2CCCC2)cc1,-4%,-5
Cc1ccc(OCC(=O)N2CCN(Cc3ccc([N+](=O)[O-])cc3)CC2)cc1,27%,8
COc1cccc(CN2CCNCC2)c1,?,·
O=S(=O)(NC1CCCCC1)OCC(Cl)(Cl)Cl,i,-18
CN1C(=O)N(C)C(=O)C2(Cc3c(nc4ccccn4c3=O)N3CCc4ccccc4C32)C1=O (configuration not stated),?,·
CC1(C)CC(=O)C(C2(O)C(=O)NC(=O)NC2=O)=C(O)C1,?,·
COc1ccc(CNC(=O)C(NC(C)=O)C(C)C)cc1OC (configuration not stated),?,·
Cc1ccc2c(c1)C1CN(C)CCC1N2C(=O)/C=C/c1ccc2c(c1)OCO2 (configuration not stated),?,·

# For reference, part of the list above.
SMILES,S3 lipid droplet,S3 lipid droplet cell count max
Cc1nc(SCc2c(Cl)cccc2Cl)nc(OC(=O)N(C)C)c1C,13%,1
CCCCn1c(O)c(C(CC)=Nc2cccc(C(=O)O)c2)c(=O)[nH]c1=O,?,·

# The results go on:
SMILES,S3 lipid droplet,S3 lipid droplet cell count max
CC(C)CN1CCN(Cc2ccc(C(F)(F)F)cc2)CC1CCO (configuration not stated),?,·
O=C(c1ccc(CNS(=O)(=O)c2ccc(Br)cc2)cc1)N1CCC2(CC1)OCCO2,0%,-12
O=C(c1ccccc1)N1CCC2(CC1)OCCO2,-11%,6
COc1cc(C(O)CN)ccc1O (configuration not stated),10%,5
COc1ccccc1CC1/C(=N/O)C2CCN1CC2 (configuration not stated),?,·
Cc1ccc2nc3c(cc2c1)CC1(C(=O)N(C)C(=O)N(C)C1=O)C1CCCCN31 (configuration not stated),i,-23
COC(=O)C1=C(c2cccc(OCc3ccccc3)c2)C[C@@H]2CC[C@H]1N2C(=O)NCCCc1ccccc1,?,·
CCN(CC)CCCN=Cc1c(O)n(Cc2ccc(F)cc2)c(=O)[nH]c1=O,?,·
CCOC(=O)C1CCN(C=C2C(=O)N(C)C(=S)N(C)C2=O)CC1,?,·
COC(=O)C1=C(c2ccc(F)cc2F)C[C@@H]2CC[C@H]1N2C(=O)N1CCC(O)(c2ccc(Cl)cc2)CC1,0%,-27
C=CCn1c(O)c(/C=N/N2CCCCC2c2cccnc2)c(=O)[nH]c1=S (configuration not stated),?,·
O=C1NC(=O)N(c2cccc(Cl)c2)C(=O)/C1=C\c1ccc(Sc2nc3ccccc3[nH]2)o1,?,·
COc1ccccc1CC1C(=O)C2CCN1CC2 (configuration not stated),?,·
Clc1ccc(-c2nc3ccc(Cl)cn3c2CN2CCCCC2)cc1,?,·
COc1ccc(-n2c(/C=C/c3ccc(O)cc3)nc3ccccc3c2=O)cc1,?,·
Cc1noc(C)c1C(=O)N1CCC2(CC1)OCCO2,?,·
CN(C(=O)Cc1ccc(Cl)c(Cl)c1)C(CN1CCCC1)c1cccc(OCC(=O)O)c1 (configuration not stated),-10%,·
CCC(=NCc1ccco1)c1c(O)n(C)c(=O)n(C)c1=O,?,·
Oc1ccccc1-[n+]1c(-c2ccccc2)cc(-c2ccccc2)cc1-c1ccccc1,?,·
CCNc1nc2[nH]c(=O)c3c(c2s1)OC(N)=C(C#N)C3c1cccs1 (configuration not stated),?,·
Cc1ccc(OCC(=O)N2CCN(C)CC2)c(Br)c1,-1%,1
COC(=O)C1=C(c2ccc(F)cc2OCc2ccccc2)C[C@@H]2CC[C@H]1N2C(=O)NCc1ccc(C(C)(C)C)cc1,?,·
COc1ccc(N=Nc2c(O)[nH]c(=S)[nH]c2=O)cc1,?,·
CN1CCN(c2ccc([N+](=O)[O-])c(Sc3ccccn3)c2)CC1,2%,18
COc1ccc(-c2csc(NC(=O)COC(=O)Cc3ccccc3)n2)cc1OC,?,·
CC(=O)N1CCN(CCN=Cc2c(O)n(-c3ccc(F)cc3)c(=S)[nH]c2=O)CC1,?,·
CN1C(=O)C(=Cc2ccccc2Oc2ccc(Cl)cc2)C(=O)N(C)C1=O,i,·
O=C(NC(=S)N1C[C@H]2C[C@H](C1)c1cccc(=O)n1C2)c1ccc(Cl)cc1,?,·
CCC1(CC)C(=N)N(C)C(=O)NC1=O,7%,4
CCC(=O)c1ccc(OC(=O)N(C)c2ccccc2)cc1,?,·
COC(=O)C1=C(c2cccc(C#N)c2)C[C@@H]2CC[C@H]1N2C(=O)N1CCC(O)CC1,17%,-9
c1csc(CN2CCNCC2)c1,?,·
Cn1c(O)c(C=NC2CCCCC2)c(=O)[nH]c1=S,5%,4
COc1cc(CN2CCN(c3cc(C)ccc3C)CC2)ccc1O,?,·
COc1ccc(/C=C2/C(=O)NC(=S)N(C3CC3)C2=O)cc1CN1C(=O)c2ccccc2C1=O,13%,2
Cc1oc(-c2ccccc2)nc1CN1C(=O)CN=C(c2ccccc2)c2ccccc21,?,·
CCC(C)N1C(=O)NC(=O)C2(Cc3c(ccc4ccccc34)N(C)C2)C1=O (configuration not stated),?,·
C=C1C(=O)O[C@@H]2C[C@@H](C)[C@H]3C=CC(=O)[C@]3(O)C[C@@H]12,?,·
C(CCc1nn[nH]n1)CCc1nn[nH]n1,-1%,1
CCC(=Nc1cccc(C(F)(F)F)c1)c1c(O)n(C)c(=O)n(C)c1=O,4%,6
C/C(=N\NC(=O)c1ccccc1)c1c(O)n(Cc2ccccc2)c(=O)[nH]c1=O,?,·
CCOC(=O)C1CCCN(c2ccc([N+](=O)[O-])c3nonc23)C1 (configuration not stated),?,·
CNC(C)Cc1ccccc1Sc1ccc(O)cc1 (configuration not stated),?,·
CN1CCN(c2nc(Cl)ncc2F)CC1,?,·
COc1cc2c(cc1OC)C(C)NCC2 (configuration not stated),-4%,-11

# Reformatted field by field: entries from further up
SMILES: CCC(C)N1C(=O)NC(=O)C2(Cc3c(ccc4ccccc34)N(C)C2)C1=O (configuration not stated)
  S3 lipid droplet = ? | S3 lipid droplet cell count max = ·

SMILES: C=C1C(=O)O[C@@H]2C[C@@H](C)[C@H]3C=CC(=O)[C@]3(O)C[C@@H]12
  S3 lipid droplet = ? | S3 lipid droplet cell count max = ·

SMILES: C(CCc1nn[nH]n1)CCc1nn[nH]n1
  S3 lipid droplet = -1% | S3 lipid droplet cell count max = 1

SMILES: CCC(=Nc1cccc(C(F)(F)F)c1)c1c(O)n(C)c(=O)n(C)c1=O
  S3 lipid droplet = 4% | S3 lipid droplet cell count max = 6
